# CHO parental Ca: counter-screen for OX1R antagonists: effect in parental CHO cells | parental CHO-K1, ATP-induced calcium, Fluo-8 fluorescence | inhibition, % at 5.6 µM | 0.63% of 330,000 active;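 active = inhibition above that plate's mean sample inhibition plus 3 SD, cut at about 26% in these data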;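 also: 0% = ATP-challenged DMSO wells and 100% = DMSO wells without ATP; some compounds past the cut are filed as inactive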
#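 Assay system: untransfected parental CHO cell line. Also added: ATP agonist challenge. Dosing: one dose, 5.6 µM nominal. Measured by: Fluo-8 fluorescence. Read-out: % inhibition. Benchmarks: ATP wells versus no-ATP DMSO wells. Repeats: no replicates.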
# M1 ag: agonists of human M1 muscarinic receptor. P11229. CHO-K1 hM1, Fluo-8 calcium fluorescence, agonist mode; 0% DMSO, 100% acetylcholine EC100. activation, % at 3 µM. 0.33% of 360,000 active. AID 588814;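 active = activation above the run's mean compound activation plus 3 SD, cut at about 16% in these data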;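 also: peak over basal fluorescence ratio within a 140 s kinetic read after compound addition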
# V1R ag counter: V1a receptor agonism, counter-screen for OXTR agonists; P37288; CHO-V1R cells, Fluo-8 calcium fluorescence, agonist mode; 0% DMSO, 100% 3 nM vasopressin; activation, % at 3 µM; 0.25% of 320,000 active;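 active = activation above the mean activation of all tested compounds plus 3 SD, per screening run, cut at about 20% in these data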;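 also: signal is peak over basal fluorescence ratio across a 100 second FLIPR read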
# Target sequence (P37288 whole entry, looked up): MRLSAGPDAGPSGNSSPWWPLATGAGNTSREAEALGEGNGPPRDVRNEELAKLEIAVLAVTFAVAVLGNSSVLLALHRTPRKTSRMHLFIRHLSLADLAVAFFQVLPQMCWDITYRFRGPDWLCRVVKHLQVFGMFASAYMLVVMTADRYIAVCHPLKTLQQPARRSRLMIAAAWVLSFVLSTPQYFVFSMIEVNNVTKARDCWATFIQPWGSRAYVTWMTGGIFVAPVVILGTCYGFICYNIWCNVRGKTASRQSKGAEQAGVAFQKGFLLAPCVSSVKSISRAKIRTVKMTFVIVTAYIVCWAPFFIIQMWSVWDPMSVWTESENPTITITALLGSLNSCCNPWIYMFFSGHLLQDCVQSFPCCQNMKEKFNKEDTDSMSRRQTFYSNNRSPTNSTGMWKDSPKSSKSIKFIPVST
# TAAR1 ag: human TAAR1 agonism; Q96RJ0; CHO RD-HGA16 TAAR1, Fluo-8 calcium fluorescence; vehicle wells 0%, saturating PEA agonist 100%; activation, % at 3 µM; 0.99% of 360,000 active;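 active = activation above the mean activation of all test compounds in the run plus 3 SD, cut at about 38% in these data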
#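 System: CHO RD-HGA16 cells carrying human TAAR1 plus Gα16; Incubation: 17-24 h seeding, 75 min 37 °C dye, 30 min RT; Measured by: Fluo-8 fluorescence, 5 s baseline then 140 s kinetic read; Control set: DMSO and PEA EC100; Replication: single well for each compound.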
# TAAR1 antagonist: human TAAR1 antagonism | CHO RD-HGA16 TAAR1, Fluo-8 calcium fluorescence, antagonist | inhibition, % at 3 µM | 1.5% of 360,000 active;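 active = inhibition above a per-plate cutoff, the mean inhibition of test compounds on that plate plus 3 SD, cut at about 49% in these data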;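 also: 0% = DMSO plus EC80 beta-PEA response and 100% = DMSO alone without agonist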
#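 Test system: CHO RD-HGA16 cells bearing hTAAR1 | Reagent: β-PEA, EC80 | Compound dosing: 3 µM, single point | Schedule: Dye loading 75 min at 37 °C, then 30 min room temperature | Signal: Calcium fluorescence with Fluo-8 | Evaluation: Percent inhibition of PEA-evoked calcium signal, max/basal emission ratio | Control set: DMSO-only wells and EC80 β-PEA-stimulated wells | Repeats: Singlicate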
# CHO-K1 Ca antag: nonselective inhibitor or artifact in parental CHO-K1 cells; ATP-induced calcium, Fluo-8 fluorescence; inhibition, % at 3 µM; 0.6% of 360,000 active;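 active = inhibition above a per-plate cutoff, the plate's mean sample inhibition plus 3 SD, cut at about 24% in these data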;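 also: 0% = DMSO plus EC80 ATP and 100% = DMSO alone without ATP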
# M1 ag parental: nonselective activator or artifact in parental CHO-K1 cells. Fluo-8 calcium fluorescence; scaled to maximal ATP response, vehicle zero. activation, % at 3 µM. 0.48% of 360,000 active. AID 602248; in the data active = activation above about 15%;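 also: untransfected CHO-K1 host cells lacking M1 receptor as counterscreen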
# M1 PAM parental: nonselective activator or artifact in parental CHO-K1 calcium assay; AID 602247; ATP EC20, Fluo-8 calcium fluorescence; 0% at ATP EC20, 100% at ATP max; activation, % at 3 µM; 0.02% of 360,000 active;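 active = activation above the run cutoff, the mean activation of all test compounds plus 3 SD, cut at about 40% in these data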;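 also: peak over basal fluorescence ratio in a 140 s read after ATP addition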
# OXTR potentiate: potentiates the human oxytocin receptor response; P30559; CHO-OTR cells, Fluo-8 calcium fluorescence, potentiator mode; 0% = oxytocin EC15, 100% = EC100; activation, % at 3 µM; 0.061% of 320,000 active;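 active = activation above that plate's cutoff, the mean activation of tested compounds plus 3 SD, cut at about 6.6% in these data, passing the limit was not always enough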;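 also: 100% uses oxytocin at 75 nM as the full agonist control; some results filed as inactive read as strong as hits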
# Target sequence (P30559 whole entry, looked up): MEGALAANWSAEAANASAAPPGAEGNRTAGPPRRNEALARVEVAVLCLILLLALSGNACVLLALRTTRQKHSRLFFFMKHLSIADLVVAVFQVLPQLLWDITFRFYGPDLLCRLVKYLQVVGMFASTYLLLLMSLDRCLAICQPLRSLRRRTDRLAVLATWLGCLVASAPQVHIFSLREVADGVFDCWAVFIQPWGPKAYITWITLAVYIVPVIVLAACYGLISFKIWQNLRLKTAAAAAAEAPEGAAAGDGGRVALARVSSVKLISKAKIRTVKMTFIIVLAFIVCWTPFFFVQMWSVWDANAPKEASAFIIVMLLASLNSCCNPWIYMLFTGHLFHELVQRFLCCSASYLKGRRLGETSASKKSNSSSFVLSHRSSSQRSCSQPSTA
#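 Material: CHO-OTR cells, human receptor; compound dosing: single dose, 3.0 µM nominal final compound concentration; schedule: 6 min compound pre-incubation at room temperature, 100 s kinetic read; measured by: kinetic Fluo-8 calcium fluorescence; read-out basis: % activation vs EC15 and EC100 oxytocin; controls: EC15 oxytocin alone as 0%, 75 nM oxytocin as 100%; replicates: singlicate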
# The depositor's hits bear a star; x = no result given; & = joins results of further samples. The order is random (roughly 3.3% active in at least one column).
SMILES,CHO parental Ca,M1 ag,V1R ag counter,TAAR1 ag,TAAR1 antagonist,CHO-K1 Ca antag,M1 ag parental,M1 PAM parental,OXTR potentiate
O=C(CCCC1=NS(=O)(=O)c2ccccc2N1)OCc1ccc(Cl)cc1,0,8,18,33,35,-3,9.8,15,-12
CC1Cc2ccccc2N1S(=O)(=O)c1cccc2nsnc12 (centres undefined),-15,-8,-0.9,10,-9,-19,1.2,11,0
CCc1nn(CCCN2CCN(c3cccc(Cl)c3)CC2)c(=O)n1CCOc1ccccc1,2&5,2&3,7.9&11,4&5,16&19,16&13,6.3&8.4,-8&8,-21&-20
N#CC(c1ccccc1)c1ccc([N+](=O)[O-])cc1 (centres undefined),x,-10,x,2,14,-2,1.0,5,x
COCCN(C(=O)COC(=O)/C=C/c1ccc2ccccc2n1)c1c(N)n(Cc2ccccc2)c(=O)[nH]c1=O,-22,-3,0.9,2,-10,11,4.4,-10,-6
CCCCC1CCC(C(=O)N(C)CC(=O)Nc2cccc(F)c2)CC1 (centres undefined),-6,4,1.2,-2,-3,15,0.0,-20,-12
CCn1nc(C)c(CNC(=O)c2cc(COc3ccc(C)nc3)on2)c1C,10,3,8.7,8,-25,-6,5.3,4,-16
CCN(CC)CCn1c2c(c(SCC(=O)Nc3cc(C)cc(C)c3)nc1=O)CCC2,-3,-8,2.5,1,-10,1,0.3,7,-5
O=c1c2cc([N+](=O)[O-])ccc2nc2n1CCCC2,7,-5,2.0,-1,-7,-6,1.2,7,-17
CCN(C[C@H]1N[C@@](CC)(C(=O)OC)[C@H]2C(=O)N(C)C(=O)[C@@H]12)C(=O)Nc1ccc(Cl)cc1,-29,-5,1.0,5,-3,-22,-0.2,3,7
O=C(c1ccco1)N1CCN(C(c2ccccc2F)c2nnnn2CC2CCCO2)CC1 (centres undefined),3,1,0.5,3,1,-4,-0.3,-2,-7
COc1cc(Cn2c3ccc(NC(=O)CCc4ccc(O)cc4)cc3c(=O)n2C)ccc1F,x,-6,x,1,-2,-4,1.1,7,x
CC(=O)N1CC=CC1(CC(C)C)C(=O)NCCN1CCOCC1 (centres undefined),-13,-6,0.1,8,10,-8,1.0,4,-3
O=C(Nc1ccc(N2CCOCC2)c(Cl)c1)c1ccc(Cl)cc1,1,-4,3.8,10,57*,-14,2.8,0,-6
c1ccc(COc2ccc(CNCc3cccnc3)cc2)cc1,-13,-12,1.0,10,10,-8,3.3,24,-5
CCn1c(=O)cc(OCC(=O)N2CCc3ccccc32)c2ccccc21,x,-5,x,2,9,-8,0.8,25,x
CCOc1ccccc1-c1cc(-c2ccc(OC)cc2)nc2c1c(=O)n(C)c(=O)n2C,-12,0,-0.3,1,-23,-14,0.5,16,-8
Cc1c(CNCCc2ccccc2Cl)c(C(=O)O)c(C)n1-c1ccccc1,-20,-6,0.2,90*,65*,2,3.5,13,-9
Nc1c(C(=O)O)ccc2c1C(=O)c1ccccc1C2=O,7,-10,1.5,1,13,6,7.6,16,-12
CC(C)NC(=O)NC(=O)COC(=O)Cc1c(F)cccc1Cl,-12,-9,0.1,6,-17,0,0.2,8,-3
CN(C)CCCN(C(=O)c1cc2ccccc2oc1=O)c1nc2ccc(F)cc2s1,-1,-8,1.7,8,0,-12,3.5,17,-4
Cc1cc(=O)oc2cc(OCC(=O)OCC(=O)Nc3ccc(C(N)=O)cc3)ccc12,-6,-3,0.7,0,-11,-8,0.0,-4,1
Cc1onc(-c2c(F)cccc2Cl)c1C(=O)Nc1sc2c(c1C#N)CCC(C(C)(C)C)C2 (centres undefined),-12,1,1.8,9,-14,11,-0.3,8,-4
CCc1nnc(NS(=O)(=O)c2ccc(N=Cc3c(C)[nH]n(-c4ccc(C)cc4)c3=O)cc2)s1,1,-2,-0.6,10,-20,-31,0.5,19,-7
O=C(NN1CCOCC1)c1cccc2ccccc12,-4,-5,0.7,7,-27,5,0.1,3,6
COCCNC(=O)CCc1nc2cccnc2n1Cc1ccc(OC)cc1,x,-4,x,8,-9,1,5.5,13,x
CCn1c(=O)c2c(nc(SCC(=O)N3CCCC(C)C3)n2C)n(C)c1=O (centres undefined),-15,-5,0.6,-3,7,-7,1.9,0,-3
Cc1ccc(-c2nnc(N3CCN(CCO)CC3)c3ccccc23)cc1,5,-12,0.9,1,6,-10,-0.2,3,0
CC(C)(C)CC(=O)Nc1nnc(SCC(=O)N2CCCCC2)s1,-11,0,3.9,1,-11,-14,2.1,6,-4
CC1CCCN(c2nc3c(c(=O)[nH]c(=O)n3C)n2CCCc2ccccc2)C1 (centres undefined),-16,-4,-1.5,3,-9,6,0.3,6,-5

# Filtered by structure: the entries above with fluorine.
SMILES,CHO parental Ca,M1 ag,V1R ag counter,TAAR1 ag,TAAR1 antagonist,CHO-K1 Ca antag,M1 ag parental,M1 PAM parental,OXTR potentiate
CCCCC1CCC(C(=O)N(C)CC(=O)Nc2cccc(F)c2)CC1 (centres undefined),-6,4,1.2,-2,-3,15,0.0,-20,-12
O=C(c1ccco1)N1CCN(C(c2ccccc2F)c2nnnn2CC2CCCO2)CC1 (centres undefined),3,1,0.5,3,1,-4,-0.3,-2,-7
COc1cc(Cn2c3ccc(NC(=O)CCc4ccc(O)cc4)cc3c(=O)n2C)ccc1F,x,-6,x,1,-2,-4,1.1,7,x
CC(C)NC(=O)NC(=O)COC(=O)Cc1c(F)cccc1Cl,-12,-9,0.1,6,-17,0,0.2,8,-3
CN(C)CCCN(C(=O)c1cc2ccccc2oc1=O)c1nc2ccc(F)cc2s1,-1,-8,1.7,8,0,-12,3.5,17,-4
Cc1onc(-c2c(F)cccc2Cl)c1C(=O)Nc1sc2c(c1C#N)CCC(C(C)(C)C)C2 (centres undefined),-12,1,1.8,9,-14,11,-0.3,8,-4

# Remaining list, next part.
SMILES,CHO parental Ca,M1 ag,V1R ag counter,TAAR1 ag,TAAR1 antagonist,CHO-K1 Ca antag,M1 ag parental,M1 PAM parental,OXTR potentiate
CC(=O)c1ccc(NC(=O)CN2C(=O)NC3(CCCc4ccccc43)C2=O)cc1 (centres undefined),1,-2,1.0,6,33,-10,1.7,10,-8
Cn1c(=O)c(C(=O)Nc2ccccc2S(N)(=O)=O)c(O)c2ccccc21,-23,-2,0.9,3,2,-1,6.8,12,-4
FC(F)(F)c1ccncc1-c1nnc(C2CCCCC2)o1,-5,-3,0.5,0,-26,10,0.0,-23,2
CC(=O)c1cc2c(cc1NS(=O)(=O)c1ccc(F)cc1)OCO2,-21,-5,0.1,14,3,-8,1.7,11,-14
NC(=O)C1CCN(CCC(=O)Nc2cccc(Cl)c2)CC1,4,-4,0.6,13,6,-7,0.4,17,-13
COc1ccc(CN2CCN(C(=O)c3cc(-c4cccnc4)nc4ccc(Cl)cc34)CC2)c(OC)c1OC,-19,-3,-0.1,18,72*,13,6.4,-19,-6
CC(=O)c1c(C)[nH]c(C(=O)COC(=O)c2cccs2)c1C,-6,11,8.7,12,36,16,10.0,-19,-12
Cc1ccccc1Oc1ccc2c(c1)[C@@H]1C[C@H](N(C)C(=O)c3ccc(C#N)cc3)[C@H]([C@H](C)O)C(=O)N1CC2,x,-4,x,-2,-8,-7,0.4,-3,x
COc1cc(-c2nc(Cc3ccccc3Cl)no2)cc(OC)c1OC,-31,-6,0.1,6,16,-19,0.7,26,-4
COCc1cc(C)nc(SCC(=O)NC2CCCCC2C)c1C#N (centres undefined),-5,-2,0.0,1,-8,7,0.0,-22,-6
Cc1cn(CC(=O)NCCc2ccccn2)c(=O)[nH]c1=O,x,-1,x,0,-2,-4,0.3,2,x
Cc1cccc(C)c1NC(=S)NCc1ccncc1,-6,-3,0.2,1,-6,-10,1.5,13,-8
C/C(=N\NC(=O)c1nnn(-c2nonc2N)c1-c1cccs1)c1cccc(O)c1,-8,6,8.9,12,11,-4,4.1,19,-2
O=C(O)CNC(=O)c1ccc(NS(=O)(=O)c2ccc3ccccc3c2)cc1,2,3,-0.2,2,-11,-2,0.4,4,-9
CCN(CC)S(=O)(=O)c1ccc(NC2c3ccccc3C(=O)N2CCN2CCOCC2)cc1 (centres undefined),-9,-6,-0.1,0,5,15,0.3,-7,-2
COc1cc(CN2CCN(Cc3c[nH]c4ccccc34)CC2CCO)cc(OC)c1 (centres undefined),x,-6,x,6,0,-13,2.2,23,x
Cc1ccc(S(=O)(=O)CCSC(=N)N)cc1,-11,-8,0.1,5,4,-14,0.4,20,5
COc1ccc(OCc2nc(N)nc(Nc3ccccc3)n2)cc1,-13,0,-1.7,0,-23,-19,-0.3,8,-9
CCc1cccc(C)c1NC(=O)CSc1nnc(CCCOc2ccc(Cl)cc2Cl)n1C,-22,-3,6.7,14,7,15,1.3,-10,-9
O=C1C=C(c2cc(Cl)cc(Cl)c2)C[C@@H](c2ccc(F)cc2)C1,-40,-5,1.0,4,26,-22,0.0,14,-7
COc1cc(C(=O)N2CCC(C(N)=O)CC2)ccc1OCc1c(C)noc1C,-11,-4,2.2,4,-4,-13,0.9,20,1
CCc1noc(C)c1C(=O)N(C)CC(=O)Nc1ccccc1C(F)(F)F,-13,1,-0.4,2,-2,-5,0.6,-4,-8
CCc1ccc(CN(C(=O)c2cccs2)C2CCS(=O)(=O)C2)cc1 (centres undefined),10,-1,0.2,6,-8,1,0.2,-8,-7
Cc1cccc(C)c1NC(=O)C1CCN(S(C)(=O)=O)CC1,0,-4,0.9,4,-12,-3,0.5,2,-6
COc1ccc(-n2cnc3cc(C(=O)NC4CCCC4)ccc32)cc1,-15,-10,-1.6,10,-4,-4,-0.5,-2,5
Nc1c(C(=O)c2ccccc2)oc2ccccc12,-9,0,0.1,2,-7,13,-0.5,-5,-8
COc1cc([N+](=O)[O-])c2nc(C(=O)O)ccc2c1,x,-3,x,0,-4,7,0.2,16,x
Cn1c(=O)c2cc3ccc(Cl)cc3nc2n(C)c1=O,-9,0,1.7,18,-6,-1,0.3,-13,0
Cc1cccc(Cn2nc(-n3cccc3)c3c(C)cc(C)nc32)c1,-17,-5,-1.6,6,-16,-15,0.2,20,-2
COc1ccc(C(=O)Nc2ccc(NC(=O)c3ccco3)cc2)cc1,-11,-4,-0.1,3,11,-14,0.3,-2,-6
O=C(NCc1n[nH]c(=S)n1-c1ccc(Cl)c(Cl)c1)c1ccc(S(=O)(=O)N2CCCCC2)cc1,0,-8,0.5,2,-6,-12,0.5,-1,-4
CC1(C)C(c2cccs2)=[N+]([O-])C2(CCCCC/C2=N\O)N1O (centres undefined),-3,-5,0.3,2,12,4,0.2,15,0
Nc1nn2cc(-c3ccccc3)nc2c2ccccc12,-7,-3,0.6,2,-14,-1,0.1,-10,0
